Assay outcomes as filed in PubChem.
PfM18AAP inh: PfM18AAP enzyme inhibition | recombinant PfM18AAP, H-Glu-NHMec fluorogenic cleavage | inhibition, % at 7.35 µM | hit rate 1.2% among 290,000 | AID 1822;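 active = inhibition above the campaign mean inhibition over all tested compounds plus 3 SD, cut at about 28% in these data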;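 also: 0% = plate median of test compound wells and 100% = 2 mM ZnCl2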
IMP-1 inh: inhibitors of Pseudomonas aeruginosa IMP-1 metallo-beta-lactamase; hit rate 0.45% among 290,000; purified IMP-1, nitrocefin hydrolysis, epi-absorbance fluorescence; inhibition, % at 5.6 µM; AID 1556;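 active = inhibition above the mean plus 3 SD of all compounds in the same screening run, cut at about 4.5% in these data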;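 also: 0% = IMP-1 with DMSO and 100% = DMSO wells lacking enzyme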
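Assay system: purified IMP-1; Quantity: IMP-1 0.2 nM before substrate addition; Medium: HEPES buffer pH 7.1 with ZnSO4 and Brij 35; Incubation: 15 min enzyme–compound preincubation, then 25 min nitrocefin reaction, 25 °C; Signal: fluorescence quenching readout, ex 480/em 530 nm; Controls: DMSO with and without IMP-1; Repeats: singlicate testing.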
IDE inh: inhibitors of human insulin-degrading enzyme in cells. hit rate 0.41% among 320,000. AID 434962. P14735. inhibition, % at 5.59 µM. HEK cells, FAbetaB cleavage, fluorescence polarization;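 active = percent inhibition above the average of all tested compounds plus 3 SD, set per screening campaign, cut at about 16% in these data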;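 also: IDE supplied by intact live HEK cells; FP after avidin binding of uncleaved biotin substrate so inhibition keeps polarization high; 0% = DMSO wells and 100% = 60 µM reference IDE inhibitor Ii1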
p-CIP stab down: compounds decreasing mouse p/CIP protein stability; Q05BA5; hit rate 0.01% among 290,000; decrease of EGFP signal, % at 10 µM; F442A p/CIP-EGFP cells, EGFP fluorescence, 16 h;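 active = EGFP signal decrease of at least 30% at 10 µM or well 3 SD below plate mean, unless failing retest; inactive = the rest, including hits failing retest or dose response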; also: some compounds called inactive have numbers as strong as hits; many of its hits are not listed in these tables
PHOSPHO1 block: inhibitors of human PHOSPHO1 phosphatase; recombinant PHOSPHO1, absorbance phosphatase assay; inhibition, % at 13.3 µM; hit rate 1.1% among 290,000; AID 1565; in the data active = inhibition above about 60%
Target sequence (Q8TCT1 whole entry, looked up): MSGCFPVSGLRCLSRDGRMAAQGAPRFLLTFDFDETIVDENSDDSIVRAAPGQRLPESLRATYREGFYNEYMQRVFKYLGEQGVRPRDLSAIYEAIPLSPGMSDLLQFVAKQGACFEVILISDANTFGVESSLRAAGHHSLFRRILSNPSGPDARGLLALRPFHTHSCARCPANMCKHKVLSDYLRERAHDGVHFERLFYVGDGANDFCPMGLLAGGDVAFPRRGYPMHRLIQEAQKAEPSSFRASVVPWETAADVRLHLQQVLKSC
IDE act: activators of human insulin-degrading enzyme in cells; hit rate 0.073% among 340,000; AID 493087; P14735; activation, % at 5.96 µM; HEK cells, FAbeta-B cleavage, fluorescence polarization; 0% vehicle, 100% cell-free pure enzyme wells;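 active = activation above the mean of all tested compounds plus 3 SD, set per screening campaign, cut at about 17% in these data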
VIM-2 inh: inhibitors of Pseudomonas aeruginosa VIM-2 metallo-beta-lactamase; hit rate 0.89% among 290,000; AID 1527; inhibition, % at 5.6 µM; purified VIM-2, nitrocefin hydrolysis, epi-absorbance fluorescence;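 active = inhibition above the mean of all tested compounds plus 3 SD, cutoff set per screening run, cut at about 7.5% in these data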;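 also: red hydrolysis product quenches plate fluorescence so inhibitors raise well fluorescence; 0% = enzyme with DMSO and 100% = DMSO without enzyme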
GPR7 antagonist: antagonists of human GPR7 (neuropeptides B/W receptor 1). P48145. GPR7-expressing cells, fluorescence antagonist assay. inhibition, % at 4.4 µM. hit rate 1.1% among 290,000. AID 1861; in the data active = inhibition above about 16%, passing the limit was not always enough;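 also: cells stimulated with the agonist NPW; 0% = agonist with vehicle and 100% = vehicle without agonist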
Target sequence (P48145 whole entry, looked up): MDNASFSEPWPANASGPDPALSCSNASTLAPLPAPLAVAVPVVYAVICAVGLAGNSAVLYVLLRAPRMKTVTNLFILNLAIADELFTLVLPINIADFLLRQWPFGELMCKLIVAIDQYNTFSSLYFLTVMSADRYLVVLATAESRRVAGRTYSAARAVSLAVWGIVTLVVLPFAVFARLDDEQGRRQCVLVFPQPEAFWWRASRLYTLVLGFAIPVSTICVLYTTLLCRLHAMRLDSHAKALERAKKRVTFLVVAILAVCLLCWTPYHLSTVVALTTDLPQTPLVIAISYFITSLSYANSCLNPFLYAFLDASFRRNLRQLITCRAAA
NALP1 inh: inhibitors of NALP1 inflammasome in yeast | S. cerevisiae NALP1/ASC/caspase-1 growth, X-gal OD620, 72 h | inhibition, % at 10 µM | hit rate 0.61% among 280,000 | AID 2071; in the data active = inhibition mostly above about 24%, no sharp cut-off; inactive = mostly below about 32%; also: some compounds called inactive have numbers as strong as hits
* hit, by the source's call; . = not tested or not shown. Not a hit list. About 5.3% of those tested had a hit in this group.

SMILES	PfM18AAP inh	IMP-1 inh	IDE inh	p-CIP stab down	PHOSPHO1 block	IDE act	VIM-2 inh	GPR7 antagonist	NALP1 inh
COc1ccc(CNC(=O)CN(Cc2ccco2)C(=O)CNS(=O)(=O)c2ccc(F)cc2)cc1	0.5	-3.2	1.6	-12.5	23.3	-1.0	-3.9	-11.8	0.4
Cc1noc(C)c1COc1cccc(C(=O)OC(C)C#N)c1 (stereo not drawn)	3.4	-2.2	2.2	-7.0	35.8	1.7	-1.2	-3.2	7.0
CCOC(=O)Cn1cc(C#N)c2ccccc21	-0.1	-3.9	-0.7	-2.9	30.4	1.4	-1.4	-5.9	3.7
CC(CNC(=O)c1cc(COc2c(F)cccc2F)on1)Oc1cccnc1 (stereo not drawn)	-7.8	-7.5	5.8	5.0	23.5	0.4	-2.3	-10.5	16.9
CC(=O)c1ccc(NC(=S)NCCCN2CCOCC2)cc1	-13.2	-2.2	-0.7	3.2	27.4	1.0	0.8	0.6	4.4
COc1ccc(S(=O)(=O)N2CCOCC2)cc1N(C)S(=O)(=O)c1ccc(C)cc1	-11.6	-0.8	-3.1	-3.1	18.5	5.6	0.0	-2.4	19.6
C/C=C(\C)CN1CCN(c2ccccc2F)CC1	3.5	-2.9	-4.2	0.2	5.5	4.2	-3.8	-8.9	0.6
CC(CC#CCN1CCOCC1)OCCC#N (stereo not drawn)	0.9	-5.8	0.2	-6.0	4.6	0.5	-5.4	-14.2	18.7
N=C1SCC(=O)N1c1ccc(Cl)cc1	4.2	-0.6	7.7	2.9	49.6	5.0	-0.7	19.4	20.0
CCOC(=O)COc1cc(N2C(=O)CSCC2=O)c(Cl)cc1Cl	-7.7	-4.1	-6.0	-5.7	-121.9	2.1	-2.3	-11.1	-3.6
S=c1[nH]c2ccccc2n1Cc1ccccc1	14.3	-0.5	1.4	-0.2	-65.1	-6.0	-1.8	-2.8	-9.2
COc1ccc(CN2CCN(C(=O)C3CCC(CNS(=O)(=O)c4ccc(C)cc4)CC3)CC2)c(OC)c1OC (stereo not drawn)	3.5	-1.4	7.9	-0.9	48.4	-2.3	-2.8	-8.1	8.7
COc1ccc(CCc2nnc(CCC(=O)N(C)Cc3ccnc4ccccc34)o2)cc1	-2.0	-1.7	-1.9	-22.1	-1.8	-1.1	1.2	6.0	-4.5
CCOc1ccc(NC(=O)CSc2ccc3nnc(-c4cccnc4)n3n2)cc1	0.6	-0.5	-1.8	-1.3	27.6	0.4	2.2	-8.5	-0.2
COc1ccc(N(CC(=O)Nc2cccc(C(C)=O)c2)S(=O)(=O)c2ccc(NC(C)=O)cc2)cc1	2.6	1.0	.	-8.0	34.0	0.0	-2.2	-9.8	16.3
Cc1nc2sc(C(c3ccco3)N3CCC(Cc4ccccc4)CC3)c(O)n2n1 (stereo not drawn)	1.3	-2.9	0.9	-1.8	12.2	5.3	-2.9	2.2	17.2
Cc1cc(C(=O)COC(=O)C2=NNC(=O)CC2)c(C)n1-c1ccccc1	1.7	-1.8	0.2	-20.4	-15.3	-2.7	-2.5	-3.4	11.6
CCOc1ccccc1-n1c(SCC(=O)Nc2nccs2)nnc1-c1ccoc1C	-2.2	-2.7	1.9	-7.4	8.8	-1.5	-4.1	15.4	12.6
CCN(Cc1nc(-c2cccc(Cl)c2)no1)CC1CCCO1 (stereo not drawn)	1.1	-1.6	-1.6	-3.2	49.8	4.8	-4.4	-21.3	19.6
O=C(CSCCO)Nc1nccs1	-3.7	0.5	-0.5	-16.6	-4.9	3.5	-1.8	1.0	-0.2
O=C1NCCC/C1=N/Nc1ccc(F)cc1	4.5	-0.8	2.0	-12.2	-102.9	.	3.0	-2.2	1.8
COC(=O)c1cc(S(=O)(=O)N2CCN(C3CCCCC3)CC2)c[nH]1	-1.2	-0.6	-1.7	-1.6	-31.5	-0.1	0.7	-4.8	18.0
CCC(C)c1ccc(NC(=S)NCc2cccnc2)cc1 (stereo not drawn)	-0.9	-1.7	6.7	-3.9	-18.9	-1.1	-1.9	-7.6	2.6
CC1CCc2c(C(=O)NCCN3CCOCC3)csc2C1 (stereo not drawn)	1.6	-2.7	-1.3	-7.0	4.4	3.5	-2.6	-15.4	-20.2
CCN1CCc2nc3ccccc3c(C(=O)Nc3ccc(NC(C)=O)cc3)c2C1	3.7	-3.1	8.5	-1.0	16.2	3.1	-2.4	-10.8	4.2

Some of the entries so far, with bars between the fields:
Compound | PfM18AAP inh | IMP-1 inh | IDE inh | p-CIP stab down | PHOSPHO1 block | IDE act | VIM-2 inh | GPR7 antagonist | NALP1 inh
CCOc1ccc(NC(=O)CSc2ccc3nnc(-c4cccnc4)n3n2)cc1 | 0.6 | -0.5 | -1.8 | -1.3 | 27.6 | 0.4 | 2.2 | -8.5 | -0.2
COc1ccc(N(CC(=O)Nc2cccc(C(C)=O)c2)S(=O)(=O)c2ccc(NC(C)=O)cc2)cc1 | 2.6 | 1.0 | . | -8.0 | 34.0 | 0.0 | -2.2 | -9.8 | 16.3
Cc1nc2sc(C(c3ccco3)N3CCC(Cc4ccccc4)CC3)c(O)n2n1 (stereo not drawn) | 1.3 | -2.9 | 0.9 | -1.8 | 12.2 | 5.3 | -2.9 | 2.2 | 17.2
Cc1cc(C(=O)COC(=O)C2=NNC(=O)CC2)c(C)n1-c1ccccc1 | 1.7 | -1.8 | 0.2 | -20.4 | -15.3 | -2.7 | -2.5 | -3.4 | 11.6
CCOc1ccccc1-n1c(SCC(=O)Nc2nccs2)nnc1-c1ccoc1C | -2.2 | -2.7 | 1.9 | -7.4 | 8.8 | -1.5 | -4.1 | 15.4 | 12.6
CCN(Cc1nc(-c2cccc(Cl)c2)no1)CC1CCCO1 (stereo not drawn) | 1.1 | -1.6 | -1.6 | -3.2 | 49.8 | 4.8 | -4.4 | -21.3 | 19.6
O=C(CSCCO)Nc1nccs1 | -3.7 | 0.5 | -0.5 | -16.6 | -4.9 | 3.5 | -1.8 | 1.0 | -0.2
O=C1NCCC/C1=N/Nc1ccc(F)cc1 | 4.5 | -0.8 | 2.0 | -12.2 | -102.9 | . | 3.0 | -2.2 | 1.8

(further entries)
SMILES	PfM18AAP inh	IMP-1 inh	IDE inh	p-CIP stab down	PHOSPHO1 block	IDE act	VIM-2 inh	GPR7 antagonist	NALP1 inh
Cc1cc(OCc2cc(C(=O)N3CCC(Oc4cccnc4)CC3)no2)cc(C)c1Cl	4.7	-1.8	5.1	-9.4	51.4	-2.8	-2.1	-4.2	8.5
O=S(=O)(NCc1ccc2c(c1)OCO2)c1ccc(Cl)s1	2.4	0.5	0.8	-12.8	-45.1	2.6	1.0	7.3	11.9
CC(=O)Nc1ccc(NC(=O)CNC(=O)c2cccc(C)c2)cc1	-0.1	-1.9	0.4	-7.4	28.0	3.8	-3.1	-0.6	25.5
Cc1cc(Oc2ccccc2)nc(-c2ccccc2O)n1	2.7	-2.6	1.2	4.3	3.6	1.3	0.3	-13.9	14.2
CCOC(=O)C1CCN(C(=O)Nc2ccc(OCc3ccccc3)cc2)CC1	-0.7	0.0	7.0	-3.8	31.6	-6.3	-0.8	-2.6	.
COc1ccccc1N(CC(=O)NCc1ccco1)S(=O)(=O)c1ccc(C)cc1	23.1	-1.8	1.6	3.5	18.7	-1.9	-1.1	-13.5	2.2
O=S(=O)(c1ccc(Br)s1)N1CCN(c2ccccn2)CC1	-2.3	-1.2	-1.7	-3.3	20.3	4.8	-2.9	18.3	-6.7
NNC(=O)CSCc1ccc(Cl)cc1Cl	-2.8	-3.0	-3.6	-12.5	30.5	3.9	-5.0	-7.0	4.2
CCCCOP(=O)(c1ccc(N(C)C)cc1)C(O)c1ccc(OC)cc1 (stereo not drawn)	0.5	-3.7	1.0	-10.7	33.0	0.8	-0.7	1.0	1.4
CCN(CC)C(=O)N1c2ccccc2CC(N(CC)CC)c2ccccc21 (stereo not drawn)	6.0	-2.4	4.1	-0.3	19.4	-0.7	-3.4	-2.6	15.5
NS(=O)(=O)c1cccc(NC(=O)CSc2nc3ccccc3c(=O)n2CCCN2CCOCC2)c1	3.9	-1.3	0.2	-4.5	7.3	-0.8	-0.4	-4.6	14.8
CC(=O)c1cccc(N2C(=O)Nc3ccccc3N2O)c1	-1.7	-2.3	2.1	1.2	0.6	4.9	-3.0	-11.3	10.7
CC1(C)CC(=O)C/C(=N/NC(=O)C2CCN(S(=O)(=O)c3cccs3)CC2)C1	8.0	-2.8	1.9	-16.7	-2.4	2.6	-1.3	-2.2	37.7
O=S(=O)(NC1CCCC1)c1ccc(Br)s1	-10.5	-0.5	-4.9	-4.3	20.3	-7.7	0.0	-4.8	6.4
COc1ccc(/C=C/C(=O)c2ccc[nH]2)cc1OC	-1.1	-0.1	9.4	-8.1	-4.2	6.9	-1.7	5.5	10.5
COc1ccc(N2CCN(C(=O)C3(C)CC3(Cl)Cl)CC2)cc1 (stereo not drawn)	8.6	-3.7	0.9	-7.6	12.3	0.1	-0.7	-5.6	18.5
CCc1ccccc1NC(=O)NCc1ccc2c(c1)OCO2	5.6	-2.2	-1.4	-24.0	14.2	0.1	0.1	12.5	20.2
O=c1nc2n(c3ncccc13)CCCCC2	7.2	-2.5	11.8	16.7	43.7	-3.7	-1.5	-7.9	-8.7
O=C(COc1cccc(-n2cnnn2)c1)NCCC1=CCCCC1	-4.6	-2.8	6.8	-6.7	-33.3	2.2	-1.4	1.1	-2.3
CC1CCN(CCOCCOc2ccccc2Br)CC1	1.2	-1.9	1.5	4.4	27.4	4.9	-3.2	4.6	0.1
NS(=O)(=O)c1ccc(CCNC(=O)CNC(=O)c2ccc(Oc3ccccc3)cc2)cc1	5.7	-2.1	-0.2	9.1	20.0	-0.9	-0.1	0.1	9.5
O=C(COC(=O)c1ccc(O)cc1)NC1CCCC1	-6.1	-0.9	-4.0	8.5	35.1	-0.2	-0.4	-1.9	33.6
CCS(=O)(=O)N1CCCC(c2nc(-c3cccc(OC)c3)no2)C1 (stereo not drawn)	-7.4	4.0	-1.7	-8.3	17.6	0.4	-0.7	-6.8	31.2
O=C(CSc1ccc2c(c1)OCCO2)Nc1ccc(N2CCOCC2)cc1	-9.0	-2.8	2.6	-9.1	20.1	2.1	-2.8	-4.5	0.0
CC1Cc2ccccc2N1C(=O)CNCCCN(C)C (stereo not drawn)	3.9	-4.8	5.6	-3.5	4.8	4.4	-3.0	-3.6	14.7
Following part:
SMILES	PfM18AAP inh	IMP-1 inh	IDE inh	p-CIP stab down	PHOSPHO1 block	IDE act	VIM-2 inh	GPR7 antagonist	NALP1 inh
CCOc1cc(C(=O)Nc2ccccc2N2CCN(S(C)(=O)=O)CC2)cc(OCC)c1OCC	4.0	-5.9	-6.0	-0.1	10.6	3.3	-1.7	-5.4	37.5
Cc1ccc(CNC(=O)CNC(=S)N(Cc2ccccc2)Cc2cccnc2)cc1	-14.5	1.8	-1.1	-5.6	-14.8	3.6	-1.4	14.9	1.6
O=C(CSc1ccc(F)cc1)NCCSc1ccccc1	0.7	-2.7	3.6	-1.6	24.5	-1.2	-1.5	5.6	-7.2
O=C(CSc1n[nH]c(-c2ccccc2)n1)NC(=O)NCc1ccco1	12.2	-1.1	13.5	-4.3	87.8*	-6.8	-1.9	-2.4	7.4
CC(C)(C)C(=O)c1cn(CC(=O)O)c2ccccc12	2.7	-3.0	3.0	-4.7	1.2	1.9	0.0	-8.4	-10.0
COCCOC(=O)c1[nH]c2c(c1C)C(=O)CC(c1cccs1)C2 (stereo not drawn)	2.7	-2.0	.	-25.9	-21.8	4.3	-2.6	12.9	-5.2
